# Compound activity as filed in PubChem BioAssay.
# GAA spleen mod: inhibitors or activators of human alpha-glucosidase in spleen homogenate | human spleen homogenate, 4-MU-alpha-glucoside fluorescence | 240,000 compounds, 0.006% hits | P10253 | Potency, µM (doses to about 79.9 µM), for the others: at the top dose activity change, negative = inhibition, usual class: inhibitors;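 note: 0% = enzyme with vehicle and -100% = no enzyme basal signal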
#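 Enzyme source: human spleen homogenate, 1 ug/well. Buffer 50 mM citric acid/K phosphate pH 5.0, 0.01% Tween-20. 4-MU-alpha-glucoside 1 mM; 37 C x 40 min; NaOH/glycine stop; fluorescence.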
# aGal spleen mod: alpha-galactosidase A (human) modulation; P06280; AID 2107; human spleen homogenate, 4MU-alpha-Gal fluorescence, 40 min; 240,000 compounds, 0.008% hits; Potency, µM (highest dose often 80 µM), without a hit: top-dose activity change, negative = inhibition, usual class: inhibitors;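 note: 0% = enzyme with vehicle and -100% = no enzyme basal signal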
# Target sequence (P06280 32-429 limits assumed): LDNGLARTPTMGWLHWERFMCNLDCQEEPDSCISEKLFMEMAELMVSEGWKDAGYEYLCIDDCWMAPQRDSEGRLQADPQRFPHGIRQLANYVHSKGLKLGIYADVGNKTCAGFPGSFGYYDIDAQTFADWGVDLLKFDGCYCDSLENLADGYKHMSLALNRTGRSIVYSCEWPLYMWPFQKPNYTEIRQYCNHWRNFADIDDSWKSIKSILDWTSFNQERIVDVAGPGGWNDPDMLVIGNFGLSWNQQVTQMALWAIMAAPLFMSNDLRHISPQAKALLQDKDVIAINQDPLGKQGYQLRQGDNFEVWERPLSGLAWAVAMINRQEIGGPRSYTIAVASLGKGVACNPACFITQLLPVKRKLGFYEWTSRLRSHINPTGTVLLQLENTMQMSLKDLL
#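 Human spleen homogenate (1 ug) as enzyme source, 4-methylumbelliferyl-alpha-D-galactopyranoside 1 mM final, citrate/phosphate pH 5.0 with 0.01% Tween-20. Compounds 40 min at 37C, NaOH/glycine stop; fluorescence Ex 365/Em 440, Hill-fit AC50.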
# KDM4E inh: blocks human JMJD2E demethylase activity; B2RXH2; JMJD2E catalytic domain, FDH-coupled NADH fluorescence (FDH is formaldehyde dehydrogenase); Potency, µM (doses to about 57.1 µM), for the others: at the highest dose activity change, negative = inhibition, hits mostly inhibitors; 230,000 compounds, 1.6% hits; active = well fitted inhibition curve with a large enough effect, not every such curve was filed as active; inconclusive = small, poorly fitted or top-dose-only effect, or another doubt; inactive = no such curve, though single readings can be large or run the other way;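 note: 0% = wells with enzyme and -100% = buffer wells without enzyme; nearly all actives have a fitted effect of over 50% in size; many of its hits are not listed in these tables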
# Target sequence (B2RXH2 1-337 limits assumed): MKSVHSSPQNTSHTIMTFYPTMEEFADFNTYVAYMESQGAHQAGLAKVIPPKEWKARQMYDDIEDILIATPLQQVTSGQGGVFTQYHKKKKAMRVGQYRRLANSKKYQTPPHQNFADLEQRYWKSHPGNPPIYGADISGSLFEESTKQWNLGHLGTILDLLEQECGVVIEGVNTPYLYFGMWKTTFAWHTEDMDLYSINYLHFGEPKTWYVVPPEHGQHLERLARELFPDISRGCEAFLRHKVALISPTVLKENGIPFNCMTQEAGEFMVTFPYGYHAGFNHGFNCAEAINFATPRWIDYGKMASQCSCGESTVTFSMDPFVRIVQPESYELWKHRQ
# SMN2 splice enh: increases expression of the SMN2 splice variant. HEK293 SMN2-luciferase splicing reporter, luminescence, 30-36 h. Potency, µM (top dose mostly 46.1 µM), for the others: top-dose activity change, positive = activation, actives largely listed as activators. 210,000 compounds, 2.8% hits. AID 1458; note: % of control where 0% means no effect; nearly all actives have a fitted effect of over 55% in size
#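 HEK293 cells carry an SMN2 […]–luciferase reporter in which exon 7 inclusion puts luciferase in frame. Cells were plated 10-12 h before compound addition, then incubated 30-36 h at 37C. ONE-Glo luminescence was read; sodium butyrate at 4.5 mM final served as control.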
# ALDH1A1 inh: blocks purified human ALDH1A1 activity; P00352; Purified ALDH1A1, NADH fluorescence, propionaldehyde substrate; Potency, µM (highest dose often 75.3 µM), for inactives: at the highest dose activity, negative = inhibition, hits mostly inhibitors; 220,000 compounds, 7.3% hits; active = well fitted inhibition curve with a large enough effect, not every such curve was filed as active; inconclusive = small, poorly fitted or top-dose-only effect, or another doubt; inactive = no such curve, though single readings can be large or run the other way;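 note: plate controls were no enzyme wells and a reference inhibitor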
# GAA glycogen: inhibitors or activators of human alpha-glucosidase glycogen cleavage. Potency, µM (highest dose often 76.4 µM), for the others: top-dose activity change, negative = inhibition, usual class: inhibitors. P10253. recombinant GAA, glycogen substrate, Amplex Red glucose oxidase fluorescence. 300,000 compounds, 0.38% hits;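 note: 0% = full enzyme reaction and -100% = no-enzyme basal signal; the screen sought inhibitors and activators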
#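 Recombinant enzyme (4 nM final) with compounds titrated up to 77 uM and bovine liver glycogen (30 ug) in citrate pH 5.0, 0.01% Tween-20, 37 C 40 min. Released glucose detected by Amplex Red/glucose oxidase (Ex 573/Em 610); AC50 from Hill fits.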
# GAA inhib: blocks human lysosomal alpha-glucosidase; P10253; AID 1466; Potency, µM (series often up to 76.9 µM), for the others: at the top dose activity change, negative = inhibition, hits mostly inhibitors; 200,000 compounds, 0.005% hits; purified human GAA, 4-MU-alpha-glucoside fluorescence;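 note: plate controls were uninhibited enzyme wells for no effect and no-enzyme background for full effect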
#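 Compounds are titrated up to 77 uM against 4 nM human enzyme. Substrate 4-methylumbelliferyl-alpha-D-pyranoside (400 uM) reacts 20 min at room temperature in pH 5.0 buffer; liberated 4-methylumbelliferone is read at 440 nm.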
# GoLoco inh red: inhibitors of human Gai1-RGS12 GoLoco interaction (red fluorophore). P63096. Gai1:RGS12 GoLoco peptide FP, rhodamine, 10 min. Potency, µM (top dose mostly 61.6 µM), without a hit: top-dose activity, negative = inhibition, hits mostly inhibitors. 230,000 compounds, 0.44% hits. AID 880; active = well fitted inhibition curve with a large enough effect, not every such curve was filed as active; inactive = no such curve, though single readings can be large or run the other way; note: % is set by controls: 0 for no effect and ±100 for the full control effect; nearly all actives have a fitted effect of over 30% in size; many of its hits are not listed in these tables
# Target sequence (P63096 whole entry, looked up): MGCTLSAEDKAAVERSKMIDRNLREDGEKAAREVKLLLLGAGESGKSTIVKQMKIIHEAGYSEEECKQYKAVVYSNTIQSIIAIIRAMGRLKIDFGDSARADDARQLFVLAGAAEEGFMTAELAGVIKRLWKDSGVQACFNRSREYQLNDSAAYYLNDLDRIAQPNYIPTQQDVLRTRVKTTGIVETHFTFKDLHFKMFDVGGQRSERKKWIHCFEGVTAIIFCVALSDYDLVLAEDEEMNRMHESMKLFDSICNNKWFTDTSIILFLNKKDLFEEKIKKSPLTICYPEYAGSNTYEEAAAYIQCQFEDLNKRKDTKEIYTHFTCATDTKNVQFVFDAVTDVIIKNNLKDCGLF
# The depositor's hits bear a star; ? = inconclusive; · = no result given; [ ] = dose if it differs, or a comment. Unless noted, calls come from the whole dose curve; as a rule, active = well fitted curve in the direction sought with a large enough effect; inconclusive = small, poorly fitted or top-dose-only effect, or another doubt; inactive = no such curve, though single readings can be large; an effect the other way counts as inactive or inconclusive. Potency is the fitted concentration of half-maximal effect. These rows are one share of the data. The share of hits here may be higher or lower than overall.
# Each structure is followed by: GAA spleen mod, aGal spleen mod, KDM4E inh, SMN2 splice enh, ALDH1A1 inh, GAA glycogen, GAA inhib, GoLoco inh red
1) O=C(NCc1ccccc1)c1cc[n+](Cc2ccccc2)cc1
  1%, 5%, 2%, 7%, 0%, 1%, 4%, 3%
2) C=C(C)Cn1c(-c2ccncc2)n[nH]c1=S
  ·, -7%, -9%, -4%, ?, -19%, -17%, 12%
3) O=C(Nc1ccc([N+](=O)[O-])cc1)c1cc(-c2ccccn2)nc2c(Cl)cccc12
  1%, 0%, 4%, -8%, 1%, 6%, -4%, 1%
4) CN(C)/C=C(/C(=O)c1ccc(F)cc1)S(=O)(=O)c1ccc(F)cc1
  -14%, -1%, 1%, 2%, -1%, 20%, 10%, 2%
5) Cc1[nH]c2ccccc2c1C(=O)CN1CCC2(CC1)OCCO2
  1%, 6%, 2%, -1%, -1%, 10%, -2%, 4%
6) CCCCNC(=S)N(C)/N=C/c1ccc(OCc2ccc(C(=O)OC)cc2)c(OC)c1
  0%, 2%, 0%, -5%, 8%, -7%, -7%, 5%
7) CCn1c(COc2ccc(C)cc2)nnc1SCC(=O)Nc1cc(OC)ccc1OC
  0%, 5%, -1%, -44%[inhibitor], -7%, -21%, 8%, -2%
8) O=C(/C=C\Nc1ccccn1)c1ccccc1
  2%, 5%, -14%, 2µM*, -3%, 7%, -9%, -8%
9) COc1ccc(C(=O)Nn2cnnc2)c(OC)c1
  3%, 8%, 1%, -20%, 9%, 6%, 6%, 5%
10) Cn1nccc1C(=O)Nn1cnnc1
  6%, 1%, 1%, ·, 11%, 2%, -5%, ·
11) COc1ccc(CN2CCN(CC(O)Cn3c4ccccc4c4ccccc43)CC2)cc1 (stereo not given)
  -18%, 1%, -5%, -11%, 4%, 2%, -15%, 12%
12) COc1ccc(C2=NOC(C(=O)NC(C)(C)C)C2)cc1 (stereo not given)
  -1%, 1%, 4%, -19%, 7%, 3%, 1%, -1%
13) CCn1c(SCC(=O)Nc2ccc(OCc3ccccc3)cc2)nnc1-c1ccco1
  -4%, -4%, -3%, -32%[inhibitor], -10%, 7%, -6%, 7%
14) Cc1cc(NC(=O)CSc2ccc3nnc(-c4ccccc4)n3n2)no1
  -8%, -2%, ?, 1%, ?, 7%, -8%, 8%
15) O=C(COC(=O)c1cccnc1Cl)NCC1CCCO1 (stereo not given)
  5%, 2%, 2%, 8%, 7%, 2%, 7%, 1%
16) O=C(O)c1cnn2c1NC(c1ccc(F)cc1)CC2C(F)(F)F (stereo not given)
  -6%, -1%, -1%, -5%, ?, -1%, -1%, 2%
17) CCN1CCN(C(=O)CCc2nc3ccccc3c(=O)[nH]2)CC1
  3%, 7%, 6%, -3%, 7%, 7%, -5%, -9%
18) O=S(=O)(Nc1cccc(-c2cn3cccnc3n2)c1)c1ccc(-c2ccccc2)cc1
  -11%, 4%, ?, -9%, ?, 2%, -2%, 14%
19) C/C(=C\c1ccccc1)CN(C)CCN(C)C
  -11%, 20%, -7%, -5%, -9%, -2%, 11%, 2%
20) C/C(=N\NC(=O)c1ccc(N/N=C(\C)c2ccc(O)cc2)cc1)c1ccc(O)cc1
  -6%, -7%, ?, ·, ?, ?, -3%, 7%
21) COc1cccc(CNC(=O)CSc2ccc(-c3ccccn3)nn2)c1
  3%, 2%, 1%, 28%, 7%, 7%, 0%, 9%
22) Cc1cc(NC(=O)CSc2nnc(-c3ccco3)n2Cc2ccccc2)no1
  -1%, -4%, 1%, 3%, ?, -8%, -2%, 0%
23) CC(C)NC(=O)NS(=O)(=O)c1cnccc1NC1CC2CCC1C2 (stereo not given)
  3%, 4%, -2%, -22%, -16%, 5%, 0%, 11%
24) Cc1ccccc1Cn1c(O)c(N=NC(=S)Nc2ccccc2F)c2ccccc21
  -4%, -13%, 7%, -45%[inhibitor], 32µM*, -3%, -8%, 59%[activator]
25) COC(=O)c1cc(OC)c(OC)cc1NC(=S)N1CCCCC1
  4%, -4%, 2%, 0%, ?, 16%, -4%, 3%
26) CCn1c(C)c(CS(=O)(=O)c2ccccc2)[nH]c1=O
  4%, -1%, 28µM*, 9%, 22µM*, -26%, -2%, -21%
27) CCC(C(=O)NCc1ccncc1)c1ccccc1 (stereo not given)
  4%, 3%, -7%, ·, 3%, 10%, ?, 0%
28) CCC1CCCCN1C(=O)COc1cc(=O)n(C)c2ccccc12 (stereo not given)
  7%, 7%, -11%, 16%, ?, 8%, 3%, -2%
29) Cc1nonc1C(=O)N/N=C/c1ccc([N+](=O)[O-])o1
  0%, -6%, -14%, -22%, ?, -2%, -12%, 15%
30) COC(=O)CSc1nnc(SCc2ccc(Cl)cc2)s1
  2%, -2%, -1%, -9%, ?, -1%, -3%, -13%
31) Cc1cccc(CCNC(=O)C2CCC(=O)N2Cc2ccc(F)cc2)c1 (stereo not given)
  -13%, -3%, 2%, -16%, 6%, -4%, 0%, 2%
32) COc1cc(C(=O)NC2CC3CCCC(C2)N3CC(=O)Nc2ccccc2)cc(OC)c1OC (stereo not given)
  -4%, -5%, -4%, 20%, -2%, 3%, -3%, 4%
33) Cc1cc(NC(=O)COC(=O)CCCOc2ccc(Cl)cc2C)no1
  9%, 3%, 7%, -3%, ?, 1%, -2%, 2%
34) O=C(O)c1ccc(CSCc2ccccc2F)o1
  -5%, 7%, 2%, 8%, -3%, -15%, -3%, -6%
35) Cn1cc(-c2nc3cnc(N4CCNCC4)nc3n(CCc3ccccc3)c2=O)c2ccccc21
  -6%, 17%, ·, ·, ?, ·, ·, 2%
36) O=C(NCCc1c[nH]c2ccccc12)c1cc(S(=O)(=O)N2CCCCC2)ccc1N1CCOCC1
  -14%, 1%, -1%, 10%, ?, -5%, -17%, 9%
37) Cn1c(SCC(=O)NCc2ccco2)nc2ccccc2c1=O
  -3%, -9%, 4%, -15%, -3%, 1%, -3%, 2%
38) CC(=O)NC1C(c2nc3ccccc3s2)=C(c2ccccc2)C(=O)N1c1ccc(C)cc1 (stereo not given)
  -6%, -2%, -11%, 28%, 7.9µM*, 10%, ?, 10%
39) CC(C)CCn1c(=O)c2ccccc2n2c(CN3CCOCC3)nnc12
  -1%, 3%, 3%, 10%, -7%, 5%, 4%, -20%
40) COc1ccc(/C=C2\SC(=O)N(CC(=O)Nc3cccnc3)C2=O)cc1OC
  -7%, -8%, -6%, 2%, 1%, 1%, -7%, 2%

# The list continues.
no. | molecule | GAA spleen mod | aGal spleen mod | KDM4E inh | SMN2 splice enh | ALDH1A1 inh | GAA glycogen | GAA inhib | GoLoco inh red
41 | CC(=O)c1ccc([C@@H]2C[C@]34CN(Cc5cccc(C(F)(F)F)c5)S(=O)(=O)[C@H]3C[C@H]2O4)cc1 | 1% | 1% | 9% | · | · | 1% | · | -8%
42 | Cc1ccc(S(=O)(=O)NCCCCCC(=O)N(C)C)cc1 | -1% | 5% | 2% | 15% | ? | 3% | -1% | 6%
43 | COc1cc(OC)c2c(-c3cccc(-c4ccc(OC(F)(F)F)cc4)c3)cc(=O)oc2c1 | 4% | -4% | · | · | ? | · | · | -17%
44 | CCCCn1nnnc1SCC(=O)N1CCCC1 | -7% | 1% | 6% | -11% | -3% | 3% | 0% | 0%
45 | Cc1nc2ccccc2n1CCN1CCOCC1 | · | -3% | -5% | 6% | -5% | 15% | -3% | 4%
46 | CCOc1ccc(C(=O)N(CN2CCCC2=O)c2cccc(Cl)c2)cc1 | · | 6% | 1% | -16% | 3% | -13% | -1% | 11%
47 | Cc1nnc(SCC(=O)Nc2ccccc2)n(N)c1=O | · | -8% | 2% | 1% | 9% | -14% | -12% | 7%
48 | O=C(c1nc2ncccn2n1)N1CCc2ccccc2C1 | -3% | -1% | -3% | -22% | -1% | 8% | -4% | 3%

# Structural class: the entries above containing fluorine.
no. | molecule | GAA spleen mod | aGal spleen mod | KDM4E inh | SMN2 splice enh | ALDH1A1 inh | GAA glycogen | GAA inhib | GoLoco inh red
4 | CN(C)/C=C(/C(=O)c1ccc(F)cc1)S(=O)(=O)c1ccc(F)cc1 | -14% | -1% | 1% | 2% | -1% | 20% | 10% | 2%
16 | O=C(O)c1cnn2c1NC(c1ccc(F)cc1)CC2C(F)(F)F (stereo not given) | -6% | -1% | -1% | -5% | ? | -1% | -1% | 2%
24 | Cc1ccccc1Cn1c(O)c(N=NC(=S)Nc2ccccc2F)c2ccccc21 | -4% | -13% | 7% | -45%[inhibitor] | 32µM* | -3% | -8% | 59%[activator]
31 | Cc1cccc(CCNC(=O)C2CCC(=O)N2Cc2ccc(F)cc2)c1 (stereo not given) | -13% | -3% | 2% | -16% | 6% | -4% | 0% | 2%
34 | O=C(O)c1ccc(CSCc2ccccc2F)o1 | -5% | 7% | 2% | 8% | -3% | -15% | -3% | -6%
41 | CC(=O)c1ccc([C@@H]2C[C@]34CN(Cc5cccc(C(F)(F)F)c5)S(=O)(=O)[C@H]3C[C@H]2O4)cc1 | 1% | 1% | 9% | · | · | 1% | · | -8%
43 | COc1cc(OC)c2c(-c3cccc(-c4ccc(OC(F)(F)F)cc4)c3)cc(=O)oc2c1 | 4% | -4% | · | · | ? | · | · | -17%

# Following part:
no. | molecule | GAA spleen mod | aGal spleen mod | KDM4E inh | SMN2 splice enh | ALDH1A1 inh | GAA glycogen | GAA inhib | GoLoco inh red
49 | CCCN(CCC)C(=O)CCS(=O)(=O)c1cccc2nsnc12 | 0% | 8% | -5% | -18% | -15% | 2% | -10% | 4%
50 | O=C(CN1CCN(c2ccccc2O)CC1)Nc1ccc([N+](=O)[O-])cc1Br | 4% | 3% | -12% | -28% | ? | ? | ? | -2%
51 | COc1ccccc1CNS(=O)(=O)c1c(C)[nH]c(=O)[nH]c1=O | 3% | 2% | -3% | -5% | 8% | 8% | 2% | 2%
52 | COc1ccccc1[C@@H]1C(c2ccc(F)cc2)=NN(c2ccc(Br)cc2)[C@H]1C(=O)N1CCOC1=O | 3% | -4% | · | · | ? | · | · | 7%
53 | NC(=O)NC(=O)CSc1nc(-c2ccccc2)c(-c2ccccc2)n1CC1CCCO1 (stereo not given) | -5% | -3% | 0% | -27% | 14% | -7% | -9% | -4%
54 | O=C(O)Cn1cc(/C=c2/sc3nc4ccccc4n3c2=O)c2ccccc21 | -7% | -11% | 4% | 17% | -7% | -3% | ? | 13%
